BioA inh: inhibitors of Mycobacterium tuberculosis BioA enzyme; inhibition, % at 9.99 µM; purified M. tuberculosis BioA enzyme, plate reader; actives 0.096% (n = 360,000); in the data active = inhibition above about 40%
* hit, by the source's call. Not all compounds are listed. The share of hits here may be higher or lower than overall.

For O=C(C[C@H]1CC[C@@H]2[C@H](COC[C@H](O)CN2C(=O)Nc2ccc(Cl)cc2)O1)NCC1CC1 the results were BioA inh -0.1.
C[C@H]1CN([C@@H](C)CO)C(=O)c2cc(NS(=O)(=O)c3cn(C)cn3)ccc2O[C@@H]1CN(C)C(=O)Nc1cccc2ccccc12 was read as BioA inh -2.2.
`O=C(CN1CCOCC1)NCC[C@@H]1CC[C@H](NC(=O)Nc2ccc(C(F)(F)F)cc2)[C@@H](CO)O1` gave BioA inh -4.1.
COc1ccc(S(=O)(=O)Nc2ccc3c(c2)CC(=O)N([C@H](C)CO)C[C@@H](C)[C@@H](CN(C)S(C)(=O)=O)O3)cc1 was read as BioA inh 0.2.
O=C(C[C@@H]1CC[C@H]2[C@@H](COC[C@@H](O)CN2C(=O)c2cnccn2)O1)NCc1ccc(F)cc1 was read as BioA inh -1.0.
`O=C(C[C@@H]1C=C[C@@H](NS(=O)(=O)c2ccc(F)cc2)[C@@H](CO)O1)NC1CCC1` gave BioA inh 5.6.
`C[C@@H]1CN([C@@H](C)CO)C(=O)c2cc(NC(=O)Nc3ccc(C(F)(F)F)cc3)ccc2O[C@@H](C)CCCCO[C@@H]1CN(C)C(=O)Nc1cccc2ccccc12` gave BioA inh -2.9.
Screening O=C(C[C@H]1C=C[C@H](NC(=O)Nc2cc(F)ccc2F)[C@@H](CO)O1)NCc1ccccn1 returned BioA inh -1.8.
`C[C@H]1CN([C@@H](C)CO)C(=O)c2cc(C#Cc3cccnc3)cnc2O[C@H]1CN(C)C(=O)CN(C)C` gave BioA inh 0.5.
`C[C@@H]1CN([C@H](C)CO)C(=O)Cc2cc(NC(=O)NC3CCCCC3)ccc2O[C@H]1CN(C)C(=O)Nc1ccc(F)cc1` gave BioA inh -1.8.
Screening C[C@H](CO)N1C[C@H](C)[C@H](CN(C)S(C)(=O)=O)Oc2c(NS(=O)(=O)c3cn(C)cn3)cccc2C1=O returned BioA inh 0.4.
COc1cccc(-c2ccc([C@H]3[C@@H](CO)N4CCCCN(Cc5cncnc5)C[C@@H]34)cc2)c1 was read as BioA inh -0.7.
C[C@@H]1CN([C@@H](C)CO)C(=O)c2cc(C#CC3CCCC3)cnc2O[C@H]1CN(C)C(=O)Nc1ccccc1 was read as BioA inh 1.2.
For CO[C@@H]1CN(C)C(=O)c2cc(NC(=O)C3CCC3)ccc2OC[C@H](C)N(Cc2nccs2)C[C@@H]1C the results were BioA inh 0.1.
For C/C=C/c1ccc2c(c1)O[C@@H](CN(C)C(=O)CN(C)C)[C@H](C)CN([C@H](C)CO)S2(=O)=O the results were BioA inh 3.4.
`CCC(=O)N(C)C[C@H]1Oc2cc(-c3ccc(C)cc3)ccc2S(=O)(=O)N([C@H](C)CO)C[C@@H]1C` gave BioA inh 8.6.
CCC(=O)N1C[C@H](C)[C@H](OC)CN(C)C(=O)c2ccc(NC(=O)c3cnccn3)cc2OC[C@@H]1C was read as BioA inh 0.1.
For C[C@@H]1CN([C@@H](C)CO)C(=O)c2cc(NS(=O)(=O)c3cccs3)ccc2O[C@@H]1CN(C)Cc1ccncc1 the results were BioA inh -0.8.
For C[C@H]1CCCCO[C@@H](CN(C)C)[C@@H](C)CN([C@@H](C)CO)C(=O)c2cc(NC(=O)Nc3ccc(F)cc3)ccc2O1 the results were BioA inh 0.9.
`O=C(NC1CCC1)[C@H]1[C@H](CO)[C@H]2Cn3c(cccc3=O)[C@H]2N1CC1CCOCC1` gave BioA inh 1.4.
CCNC(=O)Nc1ccc2c(c1)C(=O)N(C)[C@H]1CC[C@@H](CC(=O)NCC3CCCCC3)O[C@@H]1CO2 was read as BioA inh 0.0.
COc1cccc(NC(=O)N[C@@H]2C=C[C@H](CC(=O)N3CCN(C)CC3)O[C@H]2CO)c1 was read as BioA inh -2.8.
C[C@H](CO)N1C[C@H](C)[C@H](CN(C)Cc2ccc(Oc3ccccc3)cc2)Oc2ccc(N(C)C)cc2CC1=O was read as BioA inh 0.3.
Screening C[C@H](CO)N1C[C@H](C)[C@H](CN(C)S(=O)(=O)c2ccc(F)cc2)OCCCC[C@H](C)Oc2ccc(NC(=O)CCCCCC(=O)Nc3ccccc3N)cc2C1=O returned BioA inh -2.1.
CN(C)CCCNC(=O)[C@H]1[C@H](CO)[C@H]2Cn3c(ccc(-c4cccc(F)c4)c3=O)[C@H]2N1C was read as BioA inh 0.9.
`COc1ccccc1CN1C[C@H](C)[C@H](OC)CN(C)C(=O)c2ccc(NC(C)=O)cc2OC[C@@H]1C` gave BioA inh -1.0.
For CCCC#Cc1ccc([C@@H]2[C@@H](CO)N3CCCCN(C(=O)Cc4ccccn4)C[C@@H]23)cc1 the results were BioA inh -1.3.
For C[C@H]1CN([C@@H](C)CO)C(=O)c2cccc(NS(=O)(=O)c3cccs3)c2O[C@H]1CN(C)Cc1ccccc1 the results were BioA inh 20.
C[C@@H]1CN([C@@H](C)CO)C(=O)c2cccc(NC(=O)Nc3ccc(C(F)(F)F)cc3)c2O[C@H]1CN(C)Cc1ccc2c(c1)OCO2 was read as BioA inh -1.8.
`C[C@@H]1CCCCO[C@@H](CN(C)C(=O)Nc2cccc3ccccc23)[C@@H](C)CN([C@H](C)CO)C(=O)c2cc(NC(=O)Nc3cccc4ccccc34)ccc2O1` gave BioA inh -2.2.
For C[C@H](CO)N1C[C@H](C)[C@@H](CN(C)C(=O)Cc2ccccc2)OCCCC[C@H](C)Oc2ccc(NC(=O)c3ccccc3)cc2C1=O the results were BioA inh -5.8.
COCC#Cc1cnc2c(c1)C(=O)N([C@@H](C)CO)C[C@H](C)[C@H](CN(C)C(=O)CCN1CCCCC1)O2 was read as BioA inh -0.5.
Screening CO[C@@H](CN(C)S(=O)(=O)c1cn(C)cn1)[C@H](C)CN(C(=O)Nc1ccc(F)cc1)[C@@H](C)CO returned BioA inh -0.6.
Screening CC(C)NC(=O)N(C)C[C@@H]1Oc2c(NC(=O)Nc3ccc(C(F)(F)F)cc3)cccc2C(=O)N([C@@H](C)CO)C[C@H]1C returned BioA inh 1.2.
N#C[C@H]1[C@@H](c2ccccc2)[C@@H](CO)N1C(=O)Cc1ccccc1 was read as BioA inh 0.4.
C[C@H]1CN([C@@H](C)CO)C(=O)c2cc(-c3cncnc3)cnc2O[C@@H]1CN(C)C(=O)Cc1cccnc1 was read as BioA inh -1.0.
C[C@@H]1CN([C@H](C)CO)C(=O)c2cccc(NS(=O)(=O)c3ccccc3)c2O[C@H]1CN(C)Cc1ccccc1 was read as BioA inh 0.9.
For COc1ccc(NC(=O)N(C)C[C@@H]2Oc3ccc(NC(=O)Cc4cn(C)c5ccccc45)cc3C(=O)N([C@@H](C)CO)C[C@H]2C)cc1 the results were BioA inh 0.6.
For O=C(NCc1ccncc1)[C@@H]1N[C@@H]2c3ccc(/C=C/c4ccccc4)c(=O)n3C[C@@H]2[C@H]1CO the results were BioA inh -0.1.
`COc1ccccc1-c1cnc2c(c1)C(=O)N([C@@H](C)CO)C[C@H](C)[C@@H](CN(C)Cc1cccc(F)c1)O2` gave BioA inh 3.2.
`O=C([C@H]1[C@H](CO)[C@H]2Cn3c(cccc3=O)[C@@H]1N2Cc1cocn1)N1CCCCC1` gave BioA inh -1.0.
For C[C@@H]1CCCCO[C@H](CN(C)C(=O)Nc2ccc(C(F)(F)F)cc2)[C@@H](C)CN([C@H](C)CO)C(=O)c2cc(NC(=O)Nc3ccc(F)cc3)ccc2O1 the results were BioA inh -3.1.
Screening Cc1noc(C)c1NC(=O)Nc1ccc2c(c1)C(=O)N([C@@H](C)CO)C[C@H](C)[C@H](CN(C)C)O2 returned BioA inh 1.4.
`CO[C@H]1CN(C)C(=O)c2ccc(NC(=O)NC(C)C)cc2OC[C@@H](C)N(C)C[C@@H]1C` gave BioA inh -3.2.
For CCN1[C@@H]2c3ccc(-c4ccccc4OC)c(=O)n3C[C@@H]2[C@@H](CO)[C@@H]1C(=O)N(C)C the results were BioA inh 1.9.
Screening CN(C)C(=O)c1cccc(-c2ccc([C@@H]3[C@H](C#N)N(C(=O)C4CCC4)[C@H]3CO)cc2)c1 returned BioA inh -2.9.
C[C@@H]1CCCCO[C@@H](CN(C)S(=O)(=O)c2ccc(Cl)cc2)[C@@H](C)CN([C@H](C)CO)C(=O)c2cc(NC(=O)CCCN(C)C)ccc2O1 was read as BioA inh -3.5.
COc1ccc(S(=O)(=O)Nc2ccc3c(c2)C(=O)N([C@@H](C)CO)C[C@@H](C)[C@@H](CN(C)S(=O)(=O)c2ccc(F)cc2)OCCCC[C@H](C)O3)cc1 was read as BioA inh -1.5.
C[C@H](CO)N1C[C@H](C)[C@@H](CN(C)C(=O)NC2CCCC2)Oc2ncc(Br)cc2C1=O was read as BioA inh 0.1.
Cc1noc(C)c1NC(=O)N(C)C[C@H]1Oc2ccc(NC(=O)CCN3CCOCC3)cc2C(=O)N([C@H](C)CO)C[C@H]1C was read as BioA inh -3.1.

Retrieved by structure from the list above (two):
Cc1noc(C)c1NC(=O)N(C)C[C@H]1Oc2ccc(NC(=O)CCN3CCOCC3)cc2C(=O)N([C@H](C)CO)C[C@H]1C was read as BioA inh -3.1.
C[C@@H]1CCCCO[C@@H](CN(C)S(=O)(=O)c2ccc(Cl)cc2)[C@@H](C)CN([C@H](C)CO)C(=O)c2cc(NC(=O)CCCN(C)C)ccc2O1 was read as BioA inh -3.5.

(more compounds)
For CC(C)NC(=O)N1[C@H](CO)[C@@H]2c3ccccc3N(C(=O)c3ccncc3)C[C@@H]21 the results were BioA inh 3.9.
`C[C@@H]1CN([C@H](C)CO)C(=O)Cc2cc(NS(=O)(=O)c3ccc(F)cc3)ccc2O[C@@H]1CN(C)C(=O)Nc1ccc(F)cc1` gave BioA inh -1.6.
For C[C@H]1CN([C@@H](C)CO)C(=O)c2cccc(NC(=O)Nc3ccc4c(c3)OCO4)c2O[C@H]1CN(C)C(=O)Nc1ccc2c(c1)OCO2 the results were BioA inh -3.3.
For O=C(N[C@H]1CC[C@@H](CCNS(=O)(=O)c2ccccc2)O[C@@H]1CO)c1cccnc1 the results were BioA inh 4.4.
Screening C/C=C/c1cnc2c(c1)C(=O)N([C@H](C)CO)C[C@@H](C)[C@@H](CN(C)S(=O)(=O)c1ccc(F)cc1)O2 returned BioA inh 1.6.
Screening C[C@@H]1CN([C@H](C)CO)C(=O)Cc2cc(NS(=O)(=O)c3ccc(Cl)cc3)ccc2O[C@H]1CN(C)S(=O)(=O)c1ccccc1 returned BioA inh -1.4.
`C/C=C/c1ccc2c(c1)O[C@H](CN(C)C(=O)Nc1ccc(C(F)(F)F)cc1)[C@@H](C)CN([C@H](C)CO)S2(=O)=O` gave BioA inh 2.1.
`CO[C@@H]1CN(C)C(=O)c2ccc(NC(=O)c3ccc4c(c3)OCO4)cc2OC[C@@H](C)N(CCC(F)(F)F)C[C@H]1C` gave BioA inh 0.1.
For C[C@@H](NC(=O)C[C@@H]1CC[C@H]2[C@@H](COC[C@@H](O)CN2Cc2cc(F)ccc2F)O1)c1ccccc1 the results were BioA inh -1.5.
Screening O=C(C[C@@H]1CC[C@@H]2[C@H](COC[C@@H](O)CN2Cc2cccc(Cl)c2)O1)Nc1nccs1 returned BioA inh 1.8.
For C[C@@H](O)C#Cc1ccc([C@@H]2[C@@H](CO)N3CCCCN(CC4CCOCC4)C[C@@H]23)cc1 the results were BioA inh -1.7.
For O=C(Cc1cccnc1)N1CCCCN2[C@H](CO)[C@H](c3ccc(/C=C/c4ccccc4)cc3)[C@@H]2C1 the results were BioA inh 4.1.
`CCCNC(=O)N1[C@H](CO)[C@@H]2c3ccccc3N(C(=O)c3ccc(F)cc3)C[C@@H]21` gave BioA inh 1.4.
`COC(=O)C[C@H]1CC[C@H]2[C@@H](COC[C@H](O)CN2S(=O)(=O)c2ccccc2C)O1` gave BioA inh -1.1.
`CN(C)C(=O)[C@@H]1[C@@H](CO)[C@@H]2Cn3c(ccc(-c4ccccc4F)c3=O)[C@H]1N2C` gave BioA inh -2.6.
COc1cccc(C#Cc2ccc([C@@H]3[C@@H](C#N)N(C(=O)C4CCC4)[C@H]3CO)cc2)c1 was read as BioA inh 18.
For CO[C@H]1CN(C)C(=O)c2cc(NC(=O)c3ccno3)ccc2OC[C@@H](C)NC[C@H]1C the results were BioA inh 13.
Screening Cc1ccc(-c2cnc3c(c2)C(=O)N([C@H](C)CO)C[C@H](C)[C@H](CN(C)C(=O)Cc2ccncc2)O3)cc1 returned BioA inh -3.3.
Screening CO[C@@H]1CN(C)C(=O)c2ccc(NC(=O)C3CCCC3)cc2OC[C@@H](C)N(C(=O)CC2CC2)C[C@@H]1C returned BioA inh -0.7.

Nothing new here: 11 of the compounds above.
For C[C@@H](NC(=O)C[C@@H]1CC[C@H]2[C@@H](COC[C@@H](O)CN2Cc2cc(F)ccc2F)O1)c1ccccc1 the results were BioA inh -1.5.
Screening O=C(C[C@@H]1CC[C@@H]2[C@H](COC[C@@H](O)CN2Cc2cccc(Cl)c2)O1)Nc1nccs1 returned BioA inh 1.8.
For C[C@@H](O)C#Cc1ccc([C@@H]2[C@@H](CO)N3CCCCN(CC4CCOCC4)C[C@@H]23)cc1 the results were BioA inh -1.7.
For O=C(Cc1cccnc1)N1CCCCN2[C@H](CO)[C@H](c3ccc(/C=C/c4ccccc4)cc3)[C@@H]2C1 the results were BioA inh 4.1.
`CCCNC(=O)N1[C@H](CO)[C@@H]2c3ccccc3N(C(=O)c3ccc(F)cc3)C[C@@H]21` gave BioA inh 1.4.
`COC(=O)C[C@H]1CC[C@H]2[C@@H](COC[C@H](O)CN2S(=O)(=O)c2ccccc2C)O1` gave BioA inh -1.1.
`CN(C)C(=O)[C@@H]1[C@@H](CO)[C@@H]2Cn3c(ccc(-c4ccccc4F)c3=O)[C@H]1N2C` gave BioA inh -2.6.
COc1cccc(C#Cc2ccc([C@@H]3[C@@H](C#N)N(C(=O)C4CCC4)[C@H]3CO)cc2)c1 was read as BioA inh 18.
For CO[C@H]1CN(C)C(=O)c2cc(NC(=O)c3ccno3)ccc2OC[C@@H](C)NC[C@H]1C the results were BioA inh 13.
Screening Cc1ccc(-c2cnc3c(c2)C(=O)N([C@H](C)CO)C[C@H](C)[C@H](CN(C)C(=O)Cc2ccncc2)O3)cc1 returned BioA inh -3.3.
Screening CO[C@@H]1CN(C)C(=O)c2ccc(NC(=O)C3CCCC3)cc2OC[C@@H](C)N(C(=O)CC2CC2)C[C@@H]1C returned BioA inh -0.7.
